OPRM1-OPRD1 ag = OPRM1-OPRD1 heterodimerization agonism | P35372+P41143 | cells, luminescence | activation, % at 9.3 µM | actives 0.3% (n = 340,000); in the data active = activation above about 18%;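 note: 0% = vehicle-treated cells and 100% = reference agonist; values of inactives mirror those of a sister screen read the other way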
HTR5A inv ctr = counter-screen for OPRM1-OPRD1 inverse agonists: human HTR5A inverse agonism; actives 0.083% (n = 340,000); HTR5A cell line, luminescence; P47898; inhibition, % at 9.3 µM; AID 504634; in the data active = inhibition mostly above about 23%, no sharp cut-off; inactive = mostly below about 18%;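 note: 0% = cells with DMSO and 100% = no-cell wells with DMSO; some compounds called inactive have numbers as strong as hits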
PKA-R1A act = activates the PKA-R1A holoenzyme complex. actives 0.083% (n = 340,000). P00514+P68181. activation, % at 11.4 µM. PKA-R1A dissociation, Cy5-IP20 fluorescence polarization; scaled: DMSO 0%, 113 µM cGMP 100%. AID 504707;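 active = percent activation above the mean of all tested compounds plus 3 SD, cut at about 19% in these data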;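 note: higher means more PKAc released from R1A so a rise in polarization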
MOR-DOR inv ag = inverse agonist of human OPRM1-OPRD1 heterodimerization; P35372+P41143; cell-based MOR-DOR heterodimer luminescence, inverse agonism; inhibition, % at 9.3 µM; actives 0.21% (n = 340,000); AID 504357; in the data active = inhibition above about 22%, passing the limit was not always enough;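 note: 0% = cells with DMSO and 100% = wells without cells with DMSO; values of inactives mirror those of a sister screen read the other way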
Pemphigus Ab inh = inhibitors of pemphigus antibody binding to human desmoglein-3 | actives 0.48% (n = 310,000) | binding (percent of control), % at 10 µM | DSG3-coupled beads, scFv-anti-DSG3-GFP binding, flow cytometry; active compounds read low;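 active = binding more than 3 SD below its plate's average and above zero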;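 note: hits lower antibody fragment binding to DSG3; some compounds called inactive have numbers as strong as hits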
Target sequence (P32926 whole entry, looked up, the tested form may be a part): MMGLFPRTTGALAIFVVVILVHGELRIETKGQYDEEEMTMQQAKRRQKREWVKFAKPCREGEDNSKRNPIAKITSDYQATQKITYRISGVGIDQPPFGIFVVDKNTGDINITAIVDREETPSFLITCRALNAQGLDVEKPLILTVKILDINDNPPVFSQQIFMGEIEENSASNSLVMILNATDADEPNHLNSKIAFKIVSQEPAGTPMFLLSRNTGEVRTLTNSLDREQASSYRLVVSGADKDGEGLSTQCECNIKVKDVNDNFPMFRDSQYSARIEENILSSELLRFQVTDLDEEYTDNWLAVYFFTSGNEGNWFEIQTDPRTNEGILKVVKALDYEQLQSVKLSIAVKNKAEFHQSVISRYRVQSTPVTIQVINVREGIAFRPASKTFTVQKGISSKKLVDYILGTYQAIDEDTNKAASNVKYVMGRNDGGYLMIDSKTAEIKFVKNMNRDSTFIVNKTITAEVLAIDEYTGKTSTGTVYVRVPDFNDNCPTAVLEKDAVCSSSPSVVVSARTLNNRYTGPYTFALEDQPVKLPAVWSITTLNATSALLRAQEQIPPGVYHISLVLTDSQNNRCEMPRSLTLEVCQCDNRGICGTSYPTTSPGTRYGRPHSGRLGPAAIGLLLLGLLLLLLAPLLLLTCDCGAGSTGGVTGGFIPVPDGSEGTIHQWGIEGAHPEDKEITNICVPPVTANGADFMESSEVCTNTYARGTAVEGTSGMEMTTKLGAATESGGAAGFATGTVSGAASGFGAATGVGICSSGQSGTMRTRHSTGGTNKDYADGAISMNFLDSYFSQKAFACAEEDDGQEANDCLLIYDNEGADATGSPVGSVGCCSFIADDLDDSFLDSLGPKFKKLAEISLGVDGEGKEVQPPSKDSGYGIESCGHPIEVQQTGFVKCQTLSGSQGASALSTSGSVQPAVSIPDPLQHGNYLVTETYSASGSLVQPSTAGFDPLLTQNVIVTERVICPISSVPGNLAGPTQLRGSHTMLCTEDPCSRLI
phage Ecoli inh = E. coli growth loss with phage present; AID 651602; inhibition, % at 11.9 µM; growth absorbance; actives 0.26% (n = 360,000); in the data active = inhibition above about 11%
Mot1-301 SUMO = inhibitors of SUMOylation pathway: yeast Mot1-301 growth rescue; S. cerevisiae Mot1-301 growth rescue, ATP luminescence, 38.5C; percent above DMSO median, 100 means doubled; growth rescue, % at 18.8 µM; actives 1% (n = 320,000); AID 2716;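 active = every valid replicate shows activation above 250% relative to neutral control wells; inactive = the rest, any valid replicate at or below 250%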;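 note: OY570 slx delta 5 strain wells were the positive control but not used for scaling; some compounds called inactive have numbers as strong as hits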
HTR5A ag = counter-screen for OPRM1-OPRD1 agonists: human HTR5A agonism. P47898. HTR5A agonist assay, luminescence, cell-based. activation, % at 9.3 µM. actives 0.61% (n = 340,000). AID 504692; in the data active = activation mostly above about 9.5%, no sharp cut-off; inactive = mostly below about 7.6%;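 note: 0% = cells with vehicle only and 100% = reference agonist; strong numbers were not always called active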
AddAB inh = less growth of phage-infected E. coli with AddAB; AID 435030; E. coli expressing H. pylori AddAB, absorbance growth; actives 0.29% (n = 330,000); inhibition, % at 11.9 µM; in the data active = inhibition above about 12%;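 note: 0% = vehicle wells of infected cells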
PfHsp90 yeast 2 = growth inhibition of yeast expressing Plasmodium Hsp90 | S. cerevisiae expressing PfHsp90, BacTiter-Glo ATP, 48 h; yeast lacking PDR1 and PDR3 efflux regulators | actives 0.32% (n = 310,000) | inhibition, % at 9.4 µM | AID 504621;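 active = every replicate shows inhibition above about 80%, whatever the replicate mean, limit read from the data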;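 note: 0% = DMSO neutral controls and 100% = 20 µM radicicol positive controls; yeast relying on Plasmodium falciparum Hsp90 in place of its own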
Ecoli viability = counter-screen for AddAB inhibitors: E. coli growth inhibition | inhibition, % at 11.9 µM | actives 0.27% (n = 330,000) | AID 449728 | E. coli V3065 growth, OD600 absorbance, 18 h;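 active = inhibition above the campaign's mean inhibition across all tested compounds plus 3 SD, cut at about 9.9% in these data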;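 note: uninfected addAB+ strain grown without phage in ampicillin broth; 0% = DMSO wells and 100% = ciprofloxacin 0.95 µg/ml wells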
* hit, by the source's call; / = no result given.

Second line of a record: OPRM1-OPRD1 ag	HTR5A inv ctr	PKA-R1A act	MOR-DOR inv ag	Pemphigus Ab inh	phage Ecoli inh	Mot1-301 SUMO	HTR5A ag	AddAB inh	PfHsp90 yeast 2	Ecoli viability
COc1cc(/C=N/NC(=O)c2csc3c2CCCC3)ccc1OCCN1CCOCC1
→ -0.5	-10	5	2	114	2.6	-8	4	0.6	22	0.9
Cc1ccc(C#N)c(SCc2cccc(Br)c2)n1
→ 0.7	15	12	-4	100	4.0	19	3	0.9	-7	0.8
O=C(Cc1ccccc1)NCC(=O)OCC(=O)c1ccc(F)cc1
→ -2.3	6	-9	13	124	1.6	1	-2	1.6	3	-0.2
CCn1c(SCC(=O)N2CCCCCC2)nc2ccccc2c1=O
→ 3.3	-19	-3	-27	108	2.5	-15	7	-1.7	14	-2.0
CC(C)c1c(O)nc(SCC(=O)Nc2ccc3c(c2)CCC3)[nH]c1=O
→ 0.2	12	2	-1	106	0.9	50	-3	3.5	-44	-0.4
COc1ccc(NC(=O)C2Cc3ccccc3C(=O)O2)cc1 (stereo unspecified)
→ -1.6	-12	-3	9	99	2.4	5	4	-2.3	-4	-0.9
CC(C)(C)C(=O)Nc1nc2c(s1)CN(Cc1ccccc1)CC2
→ -2.7	-3	-1	13	120	4.3	4	2	2.4	-8	-0.3
O=S(=O)(c1cc(C(F)(F)F)ccc1Cl)N1CCCCCC1
→ 5.7	-9	6	-32	87	4.2	14	-1	1.1	19	-25
CCCCC(=O)Nc1ccc(NC(=O)C2CC2)cn1
→ -1.9	-4	20*	10	87	0.3	232	2	1.8	-7	-2.1
COc1ccc(C(=O)On2c(-c3ccc(Br)cc3)nc3ccccc3c2=O)cc1
→ 1.2	-15	-8	-9	92	5.5	/	5	0.2	2	-5.1
O=C1C(=O)N(Cc2cccnc2)C(c2ccccn2)/C1=C(/O)c1ccccc1 (stereo unspecified)
→ -1.3	-2	15	8	93	-1.2	3	-2	-0.2	17	-2.5
CN(CCCC(=O)O)c1ccc(N=Nc2ccc([N+](=O)[O-])cc2)cc1
→ -3.6	19	5	19	110	2.0	-28	0	-0.4	10	0.3
Nc1ccc(SCc2cccnc2)cc1
→ -1.2	-12	-3	6	96	4.2	20	5	4.4	18	-0.3
CCc1c(C)c2ccc(OCC(=O)OC(C)C)c(C)c2oc1=O
→ 1.8	-2	3	-10	102	2.2	379	2	1.1	-5	-2.1
CC(C)Oc1ccccc1/C=N/NC(=O)c1ccccc1Cl
→ -2.8	8	-17	15	99	-0.1	6	-3	0.8	-7	2.8
COc1cc(/C=C/C(=O)c2ccc3c(c2)OCCO3)cc(Br)c1OCC(=O)N(C)C
→ -1.7	2	-2	9	100	1.2	0	-1	3.1	-12	-3.0
Cc1cccc(C(=O)Nc2nnc(S(=O)(=O)N(C)Cc3ccco3)s2)c1
→ -2.4	-4	4	12	103	1.8	45	-2	3.4	-14	0.8
CCOC(=O)C1=C(C)N(C)C(=O)NC1c1ccc2c(c1)OCO2 (stereo unspecified)
→ -1.1	-11	-7	5	106	-0.6	-3	3	-0.6	12	-1.1
Cc1ccc(NC(=O)Cn2cc(C(=O)C3CC3)c3ccccc32)c(C)c1
→ -0.8	-2	2	5	92	1.2	80	0	2.5	-230	-2.0
Cc1cc(N/N=C/c2ccccc2O)nc(N2CCOCC2)n1
→ 5.4	16	-7	-27	97	-0.1	56	-6	-1.1	10	-2.0
CC(=O)Nc1ccc(NC(=S)NC(=O)C2CC2)cc1
→ -0.7	-13	5	4	/	1.5	1	4	1.6	-11	-1.4
C=CC[n+]1c(C)csc1Nc1cccc(Br)c1
→ 3.6	24	2	-17	106	3.1	-5	-2	0.9	-19	1.8
COc1cc(C(=O)NC(=S)Nc2cccc3nc(C)ccc23)cc(OC)c1OC
→ 27*	-59	-8	-135	112	4.4	-1	30*	1.1	-2	-0.4
CC1CCC2C(=O)N(c3cccc(C(=O)Nc4ccc(F)cc4)c3)C(=O)C2C1 (stereo unspecified)
→ 1.1	-13	-10	-8	98	3.4	18	0	0.4	-4	-1.7
Cc1cc(C)cc(-c2nnc(SCC(=O)NCC3CCCO3)o2)c1 (stereo unspecified)
→ -0.4	-10	-10	2	105	0.5	/	3	/	6	/
N#CC1=C(N)N(c2ccccc2)C(c2cccc([N+](=O)[O-])c2)C1(C#N)C#N (stereo unspecified)
→ -0.8	-2	-2	4	103	1.9	-13	1	1.3	-2	-0.1
Cc1cc(C)c2c(CN3CCOCC3)cc(=O)oc2c1C
→ -3.0	-23	0	15	/	3.9	-2	9	3.3	-28	-0.5
C[C@@H](O)C1NC(=O)[C@H](CCCCN)NC(=O)c2cc([N+](=O)[O-])cc(I)c2OCC[C@@H](C(N)=O)NC1=O (stereo partly specified)
→ -2.0	2	-7	11	106	4.4	3	-2	3.5	-6	1.0
COc1ccccc1C(CC(=O)Nc1ccc(Cl)cc1)c1ccc(OC(C)C)cc1 (stereo unspecified)
→ 1.4	-6	-1	-9	94	-0.1	12	3	0.3	-18	-0.4
O=C(Cc1ccccc1)N1CCc2[nH]nc(-c3ccccc3)c2C1
→ -2.1	9	8	10	110	0.6	-9	-3	0.1	-29	-0.7
Cc1ccccc1OCCCCn1cnc2ccccc21
→ 2.0	-9	-9	-10	115	-0.9	/	3	0.0	9	-1.1
Cc1ccc(S(=O)(=O)Nc2ccc(Nc3ccccc3)cc2)cc1
→ 7.5	5	-2	-37	119	2.5	43	-1	5.5	17	2.6
O=C(Nc1cccc2c1CCCC2)c1ccccc1F
→ -0.6	-11	-9	3	111	0.8	110	0	4.5	-2	-1.4
O=C(NCC(=O)N(c1ccc2c(c1)OCO2)C(C(=O)NC1CCCC1)c1cccs1)c1ccco1 (stereo unspecified)
→ -1.8	-15	-12	10	101	-2.7	3	2	0.2	-17	1.2
O=C(CN1C(=O)NC2(CCOc3ccccc32)C1=O)Nc1cccc(Cl)c1 (stereo unspecified)
→ -0.3	6	4	2	102	2.2	4	-3	-3.1	-15	1.9
CCc1ccc(-c2nnn(CCC#N)n2)cc1
→ -3.6	-19	3	18	103	4.7	-5	0	0.0	3	1.3
Cc1ccc(C(=O)Nc2ccccc2C(=O)NCc2cccnc2)cc1
→ -1.1	-7	3	6	/	1.2	-7	2	2.5	1	-1.0
CCOC(=O)C1CCN(C(=O)c2cc(CN3C(=O)c4ccccc4C3=O)ccc2OCC)CC1
→ -2.3	2	-4	12	/	-1.6	-6	-1	-1.4	-20	-0.4
O=C(NCc1cccnc1)Nc1ccc(Cl)cc1
→ -2.8	-22	-11	19	101	2.8	-2	-3	-0.2	14	-0.1
Cc1ccc(NC(=O)CSCc2ccco2)cc1
→ -3.0	0	-4	15	96	2.9	16	0	3.8	-7	-2.4
O=C(OCc1ccccc1)C1=NNC2C(=O)N(c3ccccc3)C(=O)C12 (stereo unspecified)
→ -2.6	16	-4	14	112	2.0	-6	-6	1.3	-35	-1.6
COc1ccc(N=c2sc3ccccc3n2C)cc1
→ -1.3	-8	-1	6	122	1.2	27	-3	0.5	-71	-0.7
O=C(N/C(=C\c1cccs1)C(=O)N1CCOCC1)c1cccs1
→ -3.1	1	-16	15	100	4.5	7	0	0.7	17	-0.3
COc1ccc(/C=C/C(=O)OCC(=O)NC(C)CCc2ccccc2)cc1OC (stereo unspecified)
→ -1.7	-5	-1	7	99	1.9	17	2	1.9	-8	0.3
O=C(/C=C/c1ccc(F)cc1)c1ccc(N2CCOCC2)cc1
→ 1.3	-1	-6	-7	102	2.8	226	0	0.7	-8	1.2
COC(=O)C(C#N)C(c1cccnc1)c1c(C)[nH][nH]c1=O (stereo unspecified)
→ -2.7	-21	6	15	81	2.5	9	-1	1.8	-4	-1.8
COc1ccc(OC)c(NC(=O)c2ccc(S(=O)(=O)N3CCOCC3)cc2)c1
→ -2.3	-1	9	14	94	2.5	-12	2	3.0	-11	-0.6
COc1ccc(CCNC(=O)C2CCN(C(=O)c3ccccc3C)CC2)cc1
→ -2.0	14	1	9	104	1.4	401	-4	-2.0	7	-1.6
CC(=O)NC1=NN(C(C)=O)C(c2ccccc2)S1 (stereo unspecified)
→ -1.9	9	-3	11	97	2.1	11	-4	1.4	0	0.8
c1ccc(N2CCN(c3nc4cc5c(cc4s3)OCO5)CC2)cc1
→ -1.5	12	-6	8	96	2.4	0	-2	2.3	7	-0.3
CC(C)(C)NC(=O)c1cc(C(C)(C)C)c(O)c(C(C)(C)C)c1
→ 0.8	5	-10	-5	96	2.8	-19	3	0.8	17	0.8
CCCNC(=S)Nc1ccc(CC(=O)OC)cc1
→ -3.0	11	3	16	122	1.9	-23	1	0.5	22	0.8
COc1ccc(-n2nc(C(=O)N(C)C)nc2-c2ccccc2)cc1
→ 0.1	-4	5	0	93	0.3	101	1	-0.2	-17	0.3
CCN(CC)c1ccc(N2C(=O)/C(=C/c3ccccn3)SC2=S)cc1
→ -3.3	18	-10	17	115	1.0	325	0	-0.3	20	0.7

Assay outcomes (PubChem)
